Assay outcomes (PubChem)
JMJD2C inh – inhibitors of GASC-1 histone demethylase, primary screen, biochemical, fluorescence, DELFIA europium. actives 0.069% (n = 330,000). inhibition, % at 2.35 µM. GST-JMJD2C(1-420) H3K9me3 demethylation. AID 2099, 2009. Lysine-specific demethylase 4C (Homo sapiens), Q9H3R0;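 active means more than half of a compound's replicate wells show inhibition beyond 50%, single wells judged on their own value; inconclusive means some, but no more than half, of replicates pass 50% inhibition; inactive means no replicate passes 50% inhibition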;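 further: signal counts dimethyl H3K9 product captured on neutravidin plate; 0% = median of DMSO wells and 100% = 0.3 times that DMSO median; strong numbers were not always called active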
Target sequence (Q9H3R0 1-420 limits assumed): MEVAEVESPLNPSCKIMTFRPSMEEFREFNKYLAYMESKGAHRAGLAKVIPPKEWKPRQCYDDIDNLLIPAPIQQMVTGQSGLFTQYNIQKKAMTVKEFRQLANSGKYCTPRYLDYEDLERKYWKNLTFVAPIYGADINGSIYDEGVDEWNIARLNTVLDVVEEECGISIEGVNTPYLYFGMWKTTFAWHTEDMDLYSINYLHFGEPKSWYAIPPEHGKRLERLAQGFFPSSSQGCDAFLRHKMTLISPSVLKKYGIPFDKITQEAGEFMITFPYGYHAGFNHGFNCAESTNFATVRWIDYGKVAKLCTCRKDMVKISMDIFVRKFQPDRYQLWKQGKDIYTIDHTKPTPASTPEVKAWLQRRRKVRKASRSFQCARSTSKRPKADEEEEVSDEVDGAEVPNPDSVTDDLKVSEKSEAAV
RPL19A-GFP yeast – RPL19A-GFP expression modulators in yeast, primary screen, cell-based, S. cerevisiae, multiplex flow cytometry, MLPCN; S. cerevisiae RPL19A-GFP strain, 3 h; hits give low values; percent response vs DMSO, % at 10 µM; actives 0.3% (n = 330,000);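 active means percent response vs DMSO below 50%; inconclusive means fewer than 70 events counted for the yeast strain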;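 further: median channel GFP fluorescence of the barcoded RPL19A-GFP strain; ratio of sample median GFP to plate DMSO average so 100% = DMSO; lower means less RPL19A-GFP as with rapamycin TOR inhibition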
AHR activator – AHR activators, primary screen, cell-based, luminescence, luciferase reporter, human; AHR-responsive luciferase reporter cells; activation, % at 5 µM; AID 2796, 2010; actives 2.5% (n = 320,000); Aryl hydrocarbon receptor (Homo sapiens), P35869; in the data active means activation above about 47%;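 further: 0% = vehicle wells and 100% = reference agonist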
CR mimetic SO – reduction of superoxide in aged yeast, primary screen, HTS. S. cerevisiae aged cells, superoxide DHE fluorescence; hits give low values. superoxide response (% of plate mean), % at 10 µM. actives 0.18% (n = 330,000). AID 2690, 2010;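 active means superoxide response under a set limit, about three screen SD below normal, cut at about 65% in these data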;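 further: yeast aged for seven days with compound at 30 °C before DHE staining; 100% = average MFI of all compound-treated wells on the plate with controls excluded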
MEP2-GFP yeast – modulators of MEP2-GFP levels in yeast, primary screen, S. cerevisiae, multiplex flow cytometry, MLPCN library. S. cerevisiae MEP2-GFP strain, 3 h; 100% = DMSO control level. GFP response vs DMSO, % at 10 µM. actives 0.51% (n = 330,000);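 active means GFP response versus DMSO above a set limit, roughly screen mean plus 3 SD, cut at about 180% in these data; inconclusive means fewer than 70 cells counted for a yeast strain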;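 further: median GFP fluorescence of the barcode-gated MEP2-GFP cells per well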
procasp7 counter – procaspase-7 activators, primary screen, counter-screen for procaspase-3 activator project, biochemical, absorbance, HTS, human; Caspase-7 (Homo sapiens), P55210; recombinant procaspase-7, Ac-DEVD-pNA absorbance 405 nm; D23A/D198A/D206A triple mutant, cannot self-cleave; scale: DMSO 0, 5 µM enzyme 100; activation, % at 8.5 µM; actives 0.093% (n = 330,000);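 active means percent activation above the screen-wide mean plus 3 SD, cut at about 25% in these data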
Target sequence (P55210 whole entry D23A/D198A/D206A): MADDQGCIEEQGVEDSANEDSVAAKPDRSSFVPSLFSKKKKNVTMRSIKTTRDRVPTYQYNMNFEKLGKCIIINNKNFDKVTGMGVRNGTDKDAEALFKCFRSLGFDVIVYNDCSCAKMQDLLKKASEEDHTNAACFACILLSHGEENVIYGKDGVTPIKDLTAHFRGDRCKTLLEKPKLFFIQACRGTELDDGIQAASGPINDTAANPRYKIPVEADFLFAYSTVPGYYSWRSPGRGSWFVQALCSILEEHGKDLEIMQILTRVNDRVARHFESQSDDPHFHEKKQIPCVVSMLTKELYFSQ
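System: Uncleavable procaspase-7 mutant enzyme; Amount: 2 µM procaspase-7 mutant as dispensed; Schedule: 1 h compound preincubation, 2 h substrate cleavage, 25 °C; Measured by: 405 nm absorbance of p-nitroaniline; Evaluation: percent activation from buffer-corrected 0–120 min absorbance change; Control set: low DMSO alone, high DMSO plus 5 µM PC-7.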
LAP4-GFP MLPCN – modulators of LAP4-GFP expression in yeast, primary screen, S. cerevisiae, multiplex flow cytometry, MLPCN library; GFP response vs DMSO, % at 10 µM; actives 0.34% (n = 320,000); AID 2023, 2009; 3 h; median GFP as percent of DMSO wells;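 active means GFP response vs DMSO above a set limit, about the screen mean plus 3 SD, cut at about 150% in these data; inconclusive means under 70 cell events counted for the yeast strain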
proCasp3 act – activators of human procaspase-3 D3A mutant, primary screen, biochemical, absorbance, PC-3 D3A mutant, single concentration | Caspase-3 (Homo sapiens), P42574 | recombinant procaspase-3 D3A, Ac-DEVD-pNA absorbance 405 nm | activation, % at 8.5 µM | actives 0.11% (n = 330,000) | AID 463141, 2010;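 active means activation above the mean of all tested compounds plus 3 SD, cut at about 21% in these data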;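 further: 0% = DMSO alone and 100% = DMSO wells spiked with extra 5 µM PC-3 D3A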
Target sequence (P42574 whole entry D9A/D28A/D175A): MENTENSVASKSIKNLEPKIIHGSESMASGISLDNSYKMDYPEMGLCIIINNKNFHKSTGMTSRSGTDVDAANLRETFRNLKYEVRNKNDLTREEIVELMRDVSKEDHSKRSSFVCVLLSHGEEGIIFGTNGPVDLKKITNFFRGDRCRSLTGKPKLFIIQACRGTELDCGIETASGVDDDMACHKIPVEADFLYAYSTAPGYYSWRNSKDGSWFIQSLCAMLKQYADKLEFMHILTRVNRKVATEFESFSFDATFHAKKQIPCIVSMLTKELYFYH
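Assay system – Procaspase-3 D3A mutant · Benchmarks – DMSO low control, extra-enzyme high control · Technique – 405 nm absorbance of p-nitroaniline, reads at 0 and 120 min · Doses – 8.5 µM nominal · Measure – % activation between DMSO and enzyme-spiked controls · Also added – Ac-DEVD-pNA chromogenic peptide substrate · Schedule – 1 h compound preincubation, 2 h substrate hydrolysis at 25 °C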
Numbers without * were called inactive; ? = inconclusive; nt = not tested or not shown.

structure	JMJD2C inh	RPL19A-GFP yeast	AHR activator	CR mimetic SO	MEP2-GFP yeast	procasp7 counter	LAP4-GFP MLPCN	proCasp3 act
O=C(CCCN1C(=O)C(c2ccccc2)Oc2cccnc21)NCc1ccccc1F (stereo not given)	1	101	1	99	95	-4	95	3
CCOc1ccc2c(C)cc(=O)oc2c1OCC	-9	98	1	99	103	5	104	-7
C/C(=N\OC(=O)c1cccc(Cl)c1)c1sc(C)nc1C	8	92	8	104	95	3	92	7
CC(=O)c1cccc(NC(=O)c2ccc3c(c2)OCO3)c1	13	103	23	100	111	5	105	5
CCC(C)c1ccc(NC(=S)NC(C)C2CCCO2)cc1 (stereo not given)	7	105	7	97	102	2	105	7
Cc1cccc(-c2nc(NCCCN3CCOCC3)c3ccccc3n2)c1	-6	101	52*	104	105	8	106	-7
COc1cc(C(=O)NCc2nnc(SCC(=O)NC3CCCCC3)o2)cc(OC)c1OC	-3	96	0	108	101	-1	88	-4
Cn1c(Cc2cccs2)nnc1SCC(=O)Nc1ccccc1F	?	100	0	92	106	-5	105	6
CNC1(c2nnnn2-c2ccccc2C)CCOC(C)(C)C1 (stereo not given)	-2	100	-1	90	101	0	108	1
Cc1ccc(OCc2cn3cccnc3n2)cc1	4	111	3	112	104	2	95	3
CNC(=O)COc1ccc(-c2nn(C)c(=O)c3ccccc23)cc1	12	103	-2	98	104	11	88	2
N#Cc1c(-c2ccc3c(c2)OCO3)csc1N	20	95	-1	94	102	4	105	0
C=CCOc1ccc(C(=O)NC2CCCCC2)cc1	38	96	23	102	98	14	nt	-6
CC(C)=C[C@H]1C[C@H](C)[C@H]2CC[C@H](C)c3c(O[C@@H]4OC[C@@H](O)[C@H](O)C4O)c(O)c(C)c1c32 (stereo not given in full)	nt	98	1	93	100	6	116	-2
Cc1cccc(OCCC(=O)Nc2ccc(F)c(Cl)c2)c1	0	102	-1	84	104	0	97	10
Cc1cc(C)c2nc(/N=C(\N)NC(=O)c3ccccc3)nc(C)c2c1	20	96	25	94	86	3	89	8
C=CCNS(=O)(=O)CC12CCC(CC1=O)C2(C)C (stereo not given)	3	96	0	92	100	6	94	2
CCc1ccc(N2CC34C=CC(O3)C(C(=O)OC(C)C)C4C2=O)cc1 (stereo not given)	4	97	1	115	108	6	103	-3
Cc1cccc(C)c1NC(=O)N1CCN(C2CCCCC2)CC1	-4	101	-2	92	99	14	99	8
COc1ccc(C(=O)NCCCOC(=O)c2ccc(OC)cc2)cc1	0	104	-2	95	97	-7	87	1
Cc1cccc(OCC2CCCN(Cc3nc(C4CC4)no3)C2)c1 (stereo not given)	6	96	0	92	99	0	109	-1
COc1ccc(C(=O)NC(=S)Nc2ccc3oc(=O)ccc3c2)cc1[N+](=O)[O-]	8	103	2	111	90	1	82	2
Cc1nc(SCC(=O)NCC2CCCO2)[nH]c(=O)c1C (stereo not given)	-3	100	-1	97	102	-5	106	-6
Cc1oc2ccc(NS(=O)(=O)c3ccc(F)cc3)cc2c1C(=O)O	2	97	-2	94	94	-1	79	10
O=C(Cn1cnc(S(=O)(=O)N2CCCC2)c1)Nc1cccc(F)c1	-1	106	-1	81	106	-5	115	10
FC(F)(F)c1cccc(N2CCN(CC3CC4C=CC3C4)CC2)c1 (stereo not given)	-4	100	1	92	99	0	99	6
O=S(=O)(Nc1ccc(Cc2ccncc2)cc1)N1CCCC1	2	90	-1	96	93	-4	92	5
OC(COc1ccc2cc(Br)ccc2c1)CN1CCCC1 (stereo not given)	-9	114	3	94	118	0	119	-2
C=CCNC(=O)c1c(Cl)cnn1-c1ccc(C)cc1	-13	98	23	95	98	5	103	2
CN(C(=O)COC(=O)Cc1c(Cl)cccc1Cl)c1c(N)n(Cc2ccccc2)c(=O)[nH]c1=O	13	101	0	84	99	8	105	2
C#Cc1ccc([C@@H]2C=C(C(=O)N3CCN(Cc4ccccc4)CC3)O[C@H](OCCCCO)C2)cc1	1	111	13	97	101	18	103	-5
O=C1CCN(Cc2ccc(Br)cc2)CCN1[C@H](CO)Cc1ccccc1	-1	94	4	98	99	10	106	0
CCc1nnc2c(N(C)C)nc3ccccc3n12	-2	108	7	73	99	2	93	9
C/C(=N\NC(=O)Cn1nc(C)cc1C)c1ccc([N+](=O)[O-])cc1	8	95	0	90	97	9	108	6
C/C(=N\NC(=O)c1nnn(-c2nonc2N)c1-c1ccccc1)c1ccccc1O	14	103	4	101	105	-44	98	-27
Cc1cc(Br)cc(Cl)c1OC(=O)c1ccncc1	12	108	3	100	115	-9	107	-6
O=C(COc1ccc2c(c1)CCC2)N1CCN(c2cccc(C(F)(F)F)c2)CC1	-2	105	1	93	102	0	91	4
CCN(C(=O)COC(=O)c1cc(=O)c2ccccc2o1)c1c(N)n(Cc2ccccc2)c(=O)[nH]c1=O	-4	96	1	94	102	13	101	2
Cc1cc2ccccn2c1C(=O)c1ccncc1	69*	114	-3	94	98	3	80	9
Cc1ccc(NC(=O)/C(C#N)=C/c2ccc(Sc3nc(C)cc(C)n3)o2)cc1	2	98	11	93	105	3	96	2
CCOCCCn1c(=NC(C)=O)c(C#N)cc2c(=O)n3cccc(C)c3nc21	-30	96	7	103	100	-6	111	-15
CN(Cc1ncc[nH]1)Cc1cn(-c2ccccc2)nc1-c1ccc2c(c1)OCO2	-4	101	23	101	107	4	107	-11
CCOc1ccc(NC(=S)/C(=C(\[O-])c2ccc(C)c([N+](=O)[O-])c2)[n+]2ccccc2)cc1	8	101	5	100	103	-16	105	-16
CCOc1cc(S(=O)(=O)N2CCCCCC2)ccc1F	19	98	3	82	103	9	130	3
CN(C(=O)CCS(=O)(=O)c1cc2c(cc1Cl)NC(=O)CO2)C1CCCCC1	-2	93	2	86	98	-5	96	-1
Cc1c(Cl)c([N+](=O)[O-])nn1CCCC(=O)Nc1cccc(O)c1	27	98	4	92	102	2	98	4
O=C(CCCCCn1c(=O)[nH]c2ccsc2c1=O)NCc1ccc(F)cc1	-21	93	1	103	94	5	94	6
CCC(C)COC(=O)c1ccc(C(=O)O)cc1 (stereo not given)	-4	106	9	131	107	4	99	-17
CC(OC(=O)Cc1ccccc1[N+](=O)[O-])C(=O)Nc1ccc(Cl)cn1 (stereo not given)	-4	84	3	103	92	-3	89	4
COc1ccc(/C=N/NC(=O)c2sccc2C)c2ccccc12	-17	101	22	101	101	-10	108	-12
Cc1ccc(-n2ncc(C(=O)NCC3CCN(C4CCCC4)C3)c2C2CCN(C(=O)OC(C)(C)C)CC2)cc1 (stereo not given)	24	99	-1	136	92	12	94	7
Cc1ccc(NC(=O)c2cc3ccccc3oc2=N)cc1	14	103	1	105	107	3	101	-6
Cc1cc(-c2ccccc2)nc(N(C)C)c1S(C)(=O)=O	10	98	6	100	95	6	123	4
CCC(Oc1cc(Cl)ccc1Cl)C(=O)N1CCCN(C)CC1 (stereo not given)	17	111	nt	101	106	nt	88	nt
CCOC(=O)c1ccc(-c2ccc(/C=N/NC(=O)Cc3nnc(N)s3)o2)cc1	-2	99	9	120	103	-1	113	-9
CCN(CC)CCN1C(=O)c2ccccc2NC1c1ccc(C)cc1 (stereo not given)	6	96	13	111	100	5	98	2
CCN(CC)S(=O)(=O)c1ccc(N2CCCC2)c(NS(=O)(=O)c2ccc(OC)cc2)c1	3	104	0	99	103	3	105	0
CC(=O)NCCNc1ccc([N+](=O)[O-])cc1C#N	3	94	4	119	94	-12	92	-3
Cc1ccc(C(=O)O)cc1NC(=O)CSc1ncnc2sc3c(c12)CCC3	2	99	0	119	102	12	112	-5
COc1ccc2c(c1)c(C(=O)N/N=C/c1cccs1)c(C)n2C	-11	95	73*	110	89	1	87	5

Next part.
structure	JMJD2C inh	RPL19A-GFP yeast	AHR activator	CR mimetic SO	MEP2-GFP yeast	procasp7 counter	LAP4-GFP MLPCN	proCasp3 act
Cc1ccc(NCC(=O)c2ccc([N+](=O)[O-])cc2)cc1	4	96	20	96	99	-19	104	-8
COC(=O)C(CCCN1C(=O)c2ccccc2C1=O)(NC(C)=O)c1nn[nH]n1 (stereo not given)	1	102	2	110	101	9	95	2
CSc1ccc(S(=O)(=O)N2CCC(C(=O)N3CCOCC3)CC2)cc1	6	99	-1	111	89	-4	95	0
O=C(CCCn1c(SCC(=O)c2ccc(F)cc2)nc2ccccc2c1=O)NCc1ccco1	7	93	-2	68	99	-5	85	2
Cc1ccc2c(c1)c1nnc(SCC(=O)N3CCCc4ccccc43)nc1n2CC(=O)O	-17	102	11	119	106	-15	111	-12
CCCOc1ccc(NC2=CC(=O)CC(C)(C)C2)cc1	-38	105	9	102	107	11	109	3
COc1ccc(Br)cc1/C=N/n1nnnc1N	4	99	4	105	115	-1	107	8
Clc1ccc(-c2nc3ccccc3[nH]2)cn1	-1	105	35	85	113	5	102	-4
CCOC(=O)[C@@H]1[C@H]2COc3ccccc3[C@@H]2N2C(=O)N(c3cccc(Cl)c3)C(=O)[C@@]12C	2	100	6	101	96	-3	109	-3
COc1ccc(OC)c(N2C(=O)CC(C(C)c3ccccc3)C2=O)c1 (stereo not given)	-3	95	4	108	99	6	98	1
CCOC(=O)c1sc2nc3n(c(=O)c2c1C)CCCCC3	3	94	-2	112	93	6	104	10
COc1cc(C(F)(F)F)c(C(=O)N(C)Cc2ccc(Cl)c(Cl)c2)cn1	17	104	0	93	92	1	120	-8
O=C(Oc1cccc2ccccc12)C1CC1	10	105	18	101	104	-18	97	-1
CCOc1ccc(NS(=O)(=O)c2cc(OCC(N)=O)c(C)cc2Cl)cc1	6	99	3	96	101	0	90	-4
O=C(O)CNC(=S)N(Cc1ccccc1)Cc1cccnc1	9	97	2	111	95	5	99	4
NC(N)=N/N=C/c1ccc(Cl)cc1Cl	-5	100	11	95	101	7	112	-4
Cn1ncc(Cl)c1C(=O)N1CCN(C23CC4CC(CC(C4)C2)C3)CC1	4	98	1	104	98	-1	86	5
COc1cccc(CN(C(=O)c2ccccc2)C2CCS(=O)(=O)C2)c1 (stereo not given)	-4	97	2	86	97	-3	96	-1
CC1CCN(c2ccc(NC(=S)NC(=O)c3ccco3)cc2)CC1	-1	89	5	102	95	-12	95	-2
